S100A4 MyoIIA: inhibitors of S100A4-myosin IIA peptide binding, primary screen, biochemical, fluorescence polarization, TAMRA-MyoIIA peptide; Protein S100-A4 (Homo sapiens), P26447; inhibition, % at 10.7 µM; hit rate 0.14% among 360,000; AID 652163, 2013;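 active = mean inhibition of at least 70% across replicates, with every replicate also reaching that level; inconclusive = mean inhibition reaches 70% but some replicates fall short; inactive = mean inhibition below 70%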
Target sequence (P26447 whole entry, looked up): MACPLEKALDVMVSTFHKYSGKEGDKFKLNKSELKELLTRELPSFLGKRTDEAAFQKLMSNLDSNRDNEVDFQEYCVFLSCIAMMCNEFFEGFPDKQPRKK
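Test system: S100A4 monomer protein; Medium: HEPES pH 7.2 with CaCl2, KCl, NaCl, DTT, Triton; Probe or stimulus: TAMRA-labelled myosin IIA heavy-chain peptide probe, 5 nM; Doses: one dose per compound; Times: polarization read 5 min after assay mix addition, stable 5–60 min; Benchmarks: neutral control DMSO, positive control TFP.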
SIRT5 inh: SIRT5 desuccinylase inhibitors, primary screen, biochemical, fluorescence imaging, single point, set 5; Purified SirT5, succinyl-peptide AMC, trypsin-coupled fluorescence; inhibition, % at 15 µM; hit rate 1.1% among 330,000; in the data active = inhibition above about 15%; inconclusive = no clear call, values can overlap the other calls
Target sequence (Q9NXA8 whole entry, looked up): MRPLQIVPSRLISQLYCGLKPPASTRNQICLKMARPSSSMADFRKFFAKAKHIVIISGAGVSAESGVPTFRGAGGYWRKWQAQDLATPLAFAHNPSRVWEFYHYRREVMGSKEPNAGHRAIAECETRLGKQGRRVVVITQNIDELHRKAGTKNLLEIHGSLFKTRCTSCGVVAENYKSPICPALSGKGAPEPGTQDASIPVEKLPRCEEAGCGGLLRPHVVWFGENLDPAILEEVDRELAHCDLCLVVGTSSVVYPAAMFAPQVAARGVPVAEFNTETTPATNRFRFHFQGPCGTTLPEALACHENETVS
PGC1a acetyl inh: inhibitors of PGC1a acetylation signal, primary screen, cell-based, U2OS, AlphaScreen, inhibitor mode; AlphaScreen anti-acetyl-lysine; with virally co-expressed GCN5 acetyltransferase; AID 651687, 2012; hit rate 0.17% among 350,000; inhibition, % at 15.6 µM;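 active = every replicate shows inhibition of at least 40%; inconclusive = mean inhibition at least 40% but some replicate below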;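 also: 0% = neutral control wells and 100% = positive control wells; some results beyond the cut were filed as inactive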
Statin myotox sup: suppressors of statin myotoxicity in C2C12 myotubes, primary screen, cell-based, single point, plate reader | AID 602340, 2012 | hit rate 0.78% among 330,000 | C2C12 myotubes + simvastatin, ATP luminescence, 48 h; scaled: DMSO 0, geranylgeraniol control 100 | rescue of ATP level, % at 7.49 µM;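 active = mean ATP rescue above about 67%, or every replicate alone reaching that limit, limit read from the data, passing the limit was not always enough; inconclusive = no clear call, values can overlap the other calls; inactive = mean under the limit and some replicate under it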;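 also: myotubes were challenged with 10 µM simvastatin during compound exposure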
Cneo AK release: Cryptococcus neoformans cell lysis inducers, primary screen, AK release luminescence, single concentration; hit rate 0.2% among 360,000; lysis activity, % at 15 µM; C. neoformans lysis, adenylate kinase release luminescence, 4 h; normalised: neutral wells 0, clomiphene wells 100;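 active = mean lysis activity across replicates of at least 80%, whatever share of replicates individually reach that level; inactive = mean lysis activity below 80%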
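Material – Cryptococcus neoformans yeast cells · Quantity – 5 × 10^6 yeast cells/mL · Buffer or medium – YPD medium · Compound – single dose · Timing – 4 h static compound exposure, 37 °C, read 1 h post-reagent · Signal – adenylate kinase release luminescence · Read-out basis – lysis from increased AK signal · Benchmarks – Clomiphene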
Xi reactivation: activators of inactive X chromosome reactivation, primary screen, imaging, XiGFP fibroblasts, GFP high-content imaging, set 2 | activation, % at 7.58 µM | XiGFP mouse fibroblasts, % GFP-positive cells imaging, 3 d; cells co-treated with 5-aza-dC sensitizer; scaled so ellipticine positive control = 100% | hit rate 0.055% among 360,000;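 active = mean normalized replicate activation at least 10% and every replicate at or above 10%; inconclusive = only one of the two criteria met; inactive = mean below 10% and not all replicates reach 10%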;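 also: 0% = median of on-plate neutral control wells and 100% = ellipticine 6 µM median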
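System: XiGFP fibroblasts, SV40-immortalized. Medium: DMEM plus 5-aza-dC sensitizer. Doses: single point. Timing: 3 d treatment, 15 min room-temperature fixation. Control set: ellipticine 6 µM.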
ERAP1 inh: human ERAP1 aminopeptidase inhibitors, primary screen, biochemical, single point, plate reader; recombinant ERAP1, Leu-AMC fluorescence, 60 min; inhibition, % at 10.7 µM; hit rate 0.15% among 340,000; AID 652197, 2013;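 active = mean replicate inhibition of at least 30%, or all replicates individually reaching that 30% level; inactive = mean below 30% and not every replicate reaching it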;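 also: 0% = neutral control wells and 100% = L-leucinethiol positive control wells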
LGR2 inh: inhibitors of bursicon-induced LGR2 CRE-luciferase signal, primary screen, cell-based, HEK293, CRE-luciferase reporter, bursicon stimulation; Drosophila bursicon receptor LGR2 (rickets); bursicon-stimulated, 4 h; inhibition, % at 9.99 µM; hit rate 0.35% among 380,000;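 active = drop in luminescence signal, shown as inhibition above about 50% in the replicate tests, limit read from the data, passing the limit was not always enough; inconclusive = probably only some replicates passing the limit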;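 also: agonist challenge used bursicon conditioned medium at about half maximal strength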
An asterisk follows results filed as active; ? = inconclusive; . = not tested or not shown; & = joins results of further samples. The list is partial; rates above refer to the full screens.

The first two records (preview)
SMILES	S100A4 MyoIIA	SIRT5 inh	PGC1a acetyl inh	Statin myotox sup	Cneo AK release	Xi reactivation	ERAP1 inh	LGR2 inh
CCCc1nc(SCC(=O)Nc2nccs2)c2ccccc2n1	8	-3	.	-6	-1	0.3	-2	-1
CCn1cc(C(=O)N(C)c2ccccc2F)c2cc(OC)c(OC)cc2c1=O	0	-1	0	-5	0	0.0	-2	-5

This part in full, previewed entries included:
SMILES	S100A4 MyoIIA	SIRT5 inh	PGC1a acetyl inh	Statin myotox sup	Cneo AK release	Xi reactivation	ERAP1 inh	LGR2 inh
CCCc1nc(SCC(=O)Nc2nccs2)c2ccccc2n1	8	-3	.	-6	-1	0.3	-2	-1
CCn1cc(C(=O)N(C)c2ccccc2F)c2cc(OC)c(OC)cc2c1=O	0	-1	0	-5	0	0.0	-2	-5
O=C(Nc1ccccc1)N1C[C@@H]2[C@H](c3ccccc31)[C@H](CO)N2Cc1ccccc1Cl	2	1	-8	15	-1	0.0	3	25
O=C1OCCN1S(=O)(=O)Nc1ccccc1	5	0	.	11	5	-0.1	2	-3
Nc1ccc(-c2nnn(CC(=O)N3CCCCC3)n2)cc1	-2	-1	21	-2	3	0.0	-2	-2
O=Cc1ccc([B-](F)(F)F)o1	-1	-5	.	.	.	0.0	-3	-4
O=C(c1cccc(F)c1)N1CC[C@@H]2[C@H](CO)Nc3ccc(-c4cccc(F)c4)cc3[C@@H]21	.	.	12	-27	0	0.2	.	0
COc1ccc(CCNC(=O)c2ccc3c(c2)N(Cc2ccc(F)cc2)CCS3)cc1OC	0	1	.	38	-2	0.0	0	3
COc1ccccc1CNC(=O)COC(=O)c1cc(-c2ccco2)nc2ccccc12	.	.	31	0	9	.	.	-8
O=C(COC(=O)c1ccc2ncsc2c1)NC(=O)c1ccccc1	1	3	3	0	11	0.0	0	-13
O=C(c1ccc(F)cc1F)N1CCCN(c2nc(-c3ccccc3)ns2)CC1	-6	7	11	.	-2	0.5	1	14
O=C(Nc1nc(-c2ccc(S(=O)(=O)N3CCOCC3)cc2)cs1)c1ccccc1	-3	.	0	0	.	0.3&-0.1	-1	?
Cc1cc(C)cc(C(=O)N(C)C2CCCN(Cc3ccccc3F)C2)c1 (stereo unspecified)	-12	9	-16	-9	0	0.0	2	7
Cc1ccccc1-c1nnnn1C1CCS(=O)(=O)C1 (stereo unspecified)	1	0	.	.	.	0.1	2	-10
CC(=O)c1ccc(NC(=O)[C@@]2(CC(=O)O)CC(/C=C/c3ccccc3)=NO2)cc1	2	2	.	-9	-3	0.4	7	14

One compound at a time (already shown).
CCCc1nc(SCC(=O)Nc2nccs2)c2ccccc2n1 is listed as S100A4 MyoIIA: 8; SIRT5 inh: -3; PGC1a acetyl inh: .; Statin myotox sup: -6; Cneo AK release: -1; Xi reactivation: 0.3; ERAP1 inh: -2; LGR2 inh: -1
O=C(Nc1nc(-c2ccc(S(=O)(=O)N3CCOCC3)cc2)cs1)c1ccccc1 is listed as S100A4 MyoIIA: -3; SIRT5 inh: .; PGC1a acetyl inh: 0; Statin myotox sup: 0; Cneo AK release: .; Xi reactivation: 0.3&-0.1; ERAP1 inh: -1; LGR2 inh: ?

Some values from the results shown.
SIRT5 inh, CCn1cc(C(=O)N(C)c2ccccc2F)c2cc(OC)c(OC)cc2c1=O reads -1
Xi reactivation, O=C(Nc1nc(-c2ccc(S(=O)(=O)N3CCOCC3)cc2)cs1)c1ccccc1 reads 0.3&-0.1

Following part.
SMILES	S100A4 MyoIIA	SIRT5 inh	PGC1a acetyl inh	Statin myotox sup	Cneo AK release	Xi reactivation	ERAP1 inh	LGR2 inh
O=C1NCCSC1c1ccccc1 (stereo unspecified)	-3	-1	4	.	.	0.0	-3	6
Cc1cc[n+](CC(=O)Nc2nc3ccccc3s2)cc1	-3	0	.	.	.	0.2	1	-13
CCN(CC)C(=O)CSc1nc2c(sc(=S)n2-c2ccccc2OC)c(=O)n1-c1ccccc1	-4	1	3	-4	0	0.0	-7	16
O=C(c1ccc(OC2CCN(Cc3ccccc3C(F)(F)F)CC2)cc1)N1CCCCC1	0	3	0	-1	-2	0.1	0	4
CN(CC(=O)Nc1ccccc1Cl)C(=O)COC(=O)/C=C/c1ccccc1	-2	-1	.	-9	-2	0.1	0	-7
CC(Cc1c[nH]c2ccccc12)NC(=O)C1CCCNC1=O (stereo unspecified)	1	6	1	15	2	.	5	8
COc1ccc(C(CNC(=O)c2cc(F)c(F)c(F)c2F)N2CCOCC2)cc1 (stereo unspecified)	-3	-3	.	.	.	0.0	-1	0
S=C(Nc1ccc(Oc2ccccc2)cc1)Nc1cccnc1	-4	-2	.	2	-1	0.0	-1	-11
C[C@@H]1CCCCO[C@H](CN(C)Cc2ccccc2)[C@@H](C)CN([C@H](C)CO)C(=O)c2cc(NC(=O)CCCCCC(=O)Nc3ccccc3N)ccc2O1	-3	1	0	.	.	0.1	-1	8
Cc1ccc(CNC(=O)Nc2cccs2)cc1	.	.	7	22	-1	.	.	-58
O=C(NC[C@@H]1CCCO1)c1cccc2c1C(=O)c1ccc(N3CCOCC3)cc1S2(=O)=O	5	3	-4	10	-1	-0.1	14	1
CO[C@H]1CN(C)C(=O)c2ccc(NC(C)=O)cc2OC[C@H](C)N(C(=O)CN2CCOCC2)C[C@@H]1C	-2	0	2	-2	10	0.2	-1	6
Cc1cc(Cl)c(S(=O)(=O)NC2CCCC2)cc1OCC(N)=O	-4	-4	3	-5	0	0.0	0	-1
COc1cc([N+](=O)[O-])ccc1NC(=S)N1CCOCC1	-4	0	-2	.	5	0.6	2	13
Cc1nc2cc(NS(=O)(=O)c3ccccc3)ccc2n1C	1	-2	2	-1	-1	0.0	2	9
Cc1cc(C)n(CC(=O)N2CCCC(N3CCN(c4cccc(C(F)(F)F)c4)CC3)C2)n1 (stereo unspecified)	0	-1	-4	2	1	0.1	-1	-4
CCNc1nc(SCCOc2ccc(Cl)cc2Cl)nc(N(C)C)n1	1	-5	1	.	.	0.0	-1	3
COCC(=O)N1[C@H](C(=O)N2CCN(C)CC2)[C@@H](CO)[C@@H]2Cn3c(ccc(C4=CCCCC4)c3=O)[C@@H]21	-4	-16	.	-19	0	0.2	0	6
O=C(CN(Cc1ccccc1Cl)C(=O)c1csnn1)NCc1ccc(F)cc1	0	4	-2	14	-3	0.0	1	12
COc1ccc(OC2C(=O)N(c3ccc(C)c(C)c3)C2c2ccc(OC)c(OC)c2)cc1 (stereo unspecified)	3	0	-3	.	-1	-0.1	-3	.
CCOC(=O)c1ccc(NC(=O)C(C)N2C(=O)c3ccccc3C2=O)cc1 (stereo unspecified)	2	0	-3	28	0	.	-1	-3
COc1ccc(NC2CCCN(C(=O)c3ccccc3N3CCOCC3)C2)cc1OC (stereo unspecified)	-6	5	-1	1	2	0.2	-5	-9
CO[C@H]1CN(C)C(=O)c2ccc(NS(=O)(=O)c3ccccc3)cc2OC[C@H](C)N(Cc2cccnc2)C[C@@H]1C	79*	2	-8	6	-4	0.0	10	1
Cc1onc(-c2ccccc2)c1C(=O)Nc1cccnc1	5	-2	.	5	5	.	4	10
COc1ccccc1C#Cc1ccc([C@@H]2[C@@H](CO)N3CCCCN(C(=O)C4CC4)C[C@H]23)cc1	2	8	-6	.	2	.	5	.
COc1ccc(C(=O)C(C)OC(=O)COc2ccccc2)cc1 (stereo unspecified)	-3	-2	2	2	-1	0.0	1	15
COc1ccccc1/C=C/C(=O)OCC(=O)NCc1ccco1	.	.	.	7	3	0.1	.	7
Cc1noc(C)c1NC(=O)N(C)C[C@@H]1OCCCC[C@@H](C)Oc2ccc(NS(=O)(=O)c3c(C)noc3C)cc2C(=O)N([C@@H](C)CO)C[C@H]1C	0	-2	3	3	-2	-0.1	-3	18
O=C1CCc2cc(S(=O)(=O)NCc3ccccc3Cl)ccc2N1	-2	-2	-3	-2	-1	0.0	-1	-17
CCC(C)(C)n1nnnc1C(c1cc2cc3c(cc2[nH]c1=O)OCO3)N1CCCCC1 (stereo unspecified)	3	-5	-14	-4	-2	.	1	10
CCCC#Cc1ccc([C@H]2[C@@H](C#N)N(S(=O)(=O)c3cccc(F)c3)[C@@H]2CO)cc1	-2	.	8	14	-1	0.0	0	4
O=C(COc1ccc2c(c1)CCC2)N1CCN(c2cccc(C(F)(F)F)c2)CC1	1	-2	.	.	.	0.1	-4	0
COc1ccc2c3c(n(C)c2c1)[C@@H](CO)NCC31CCN(CC2CCCC2)CC1	-8	-1	.	.	.	0.0	0	-29
CC(C)=CCC/C(C)=C/COc1c2occc2cc2ccc(=O)oc12	-2	2	-9	-17	3	.	1	8
CN[C@H](CC(=O)O)C(=O)O	3	6	-10	3	-1	-0.1	-5	-3
CCc1ccc(CNC(=O)C2CC(=O)N(CCc3ccc(C)cc3)C2)cc1 (stereo unspecified)	.	.	-6	11	4	.	.	8
CC(Sc1ncnc2sc(-c3ccccc3)cc12)C(N)=O (stereo unspecified)	-6	-1	3	.	-1	0.2	4	-30
O=C(NC1CCCCC1)N1CC(=O)N2[C@H](CO)[C@@H](c3ccc(-c4ccncc4)cc3)[C@H]2C1	1	4	-3	.	.	0.0	1	3
O=C(NCCOc1ccccc1)C(=O)NCC1CCCO1 (stereo unspecified)	0	-4	12	12	2	0.3	1	5
Cc1c(C(=O)N/N=C/c2ccc(N3CCOCC3)cc2)nc2ccccn12	-1	1	-4	.	.	0.1	3	-1
C[C@H](CO)N1C[C@H](C)[C@@H](CN(C)C(=O)c2ccccc2)OCCCC[C@H](C)Oc2ccc(N(C)C)cc2C1=O	.	.	0	7	.	0.0	.	-8
CC1(Cc2cc(Cl)ccc2C(F)(F)F)C(=O)Nc2c(Cl)cccc21 (stereo unspecified)	-1	-2	-4	-1	1	0.2	-3	8

Screens as filed in PubChem BioAssay.
